Screens deposited in PubChem BioAssay by Sanford-Burnham Center for Chemical Genomics.
TAG inh = reduces triacylglycerol accumulation in H9c2 cells; AID 651582; 230,000 tested, 0.66% active; Nile Red lipid (TAG) fluorescence; cells loaded with 200 µM oleic acid; inhibition, % at 12.5 µM;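 active = pattern-corrected inhibition of lipid staining of at least 50% with the nuclear-stain viability signal not falling by more than 50%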;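 also: 0% = DMSO wells and 100% = triacsin C control wells; some results filed as inactive read as strong as hits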
TAG inh DAPI viability = recorded beside TAG inh, whose call it bears; DAPI nuclei signal change (viability), lower = more cytotoxic, %;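 whole-well DAPI fluorescence read on a plate reader as a viability signal; minus 50 percent equals half of cells still viable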
* hit, by the source's call; ! = a repeat was not active.

Values run as follows: TAG inh DAPI viability	TAG inh
c1ccc(-c2ccc3[nH]ccc3c2)cc1
→ -1	10
COc1cccc(CNC(=O)CCNS(=O)(=O)c2ccc(C)cc2)c1
→ 8	-6
Cc1ccc(-c2csc(NC(=O)c3ccc(-c4ccccc4)cc3)n2)o1
→ 11	31
CC1(c2nnc(-c3cccc(Cl)c3)o2)CC(c2ccc(OC(F)(F)F)cc2)=NO1 (configuration not stated)
→ 6	5
CCc1ccc(C(=O)CSc2ncn[nH]2)cc1
→ -4	2
Cc1cc(/C=C(\C#N)C(=O)Nc2ccccc2)c(C)n1-c1ccc(C(=O)O)cc1
→ -3	9
CCCCCCOc1ccc(/C=C/C(=O)N2CCOCC2)cc1OC
→ 5	-16
CCOCCc1nnc(NC(=O)Cc2c(F)cccc2Cl)s1
→ 1	-31
COc1ccc(CN(C)CC(=O)Nc2ccccc2C(=O)NC2CC2)cc1F
→ -3	3
Cc1ccc(OCC(=O)Nc2cccc3c2CCCC3)cc1C
→ 16	-21
NC(=O)c1ccsc1NC(=O)CSc1nnc(NC2CC2)s1
→ -4	-9
Cc1ccc(-c2nc(-c3cccnc3)no2)cc1
→ -5	-1
CCn1c(C)nc2cc(S(=O)(=O)N3CCCC3)ccc21
→ 5	-22
O=C1c2cccc3cccc(c23)C(=O)N1CC1CCN(CC(O)COc2ccc3ccccc3c2)CC1 (configuration not stated)
→ 13	-2
COc1ccc(Cl)cc1-c1nc(SCC(=O)N(C)C)n[nH]1
→ -1	-3
CN(C)CCCn1c2c(c(SCC(=O)Nc3ccc4c(c3)OCO4)nc1=O)CCCC2
→ 5	10
COc1cccc(-n2c(O)c(C=NCc3ccccn3)c3ccccc3c2=O)c1
→ -11	16
Oc1ccc(N=Nc2ccc3c(c2)OCCO3)c2cccnc12
→ -47*	91*
O=C(O)CCSc1nnc(SCC(=O)NC2CCS(=O)(=O)C2)s1 (configuration not stated)
→ 2	16
Cn1cc(CC(=O)N2CCN(c3ccccc3F)CC2)c2ccccc21
→ -6	0
CN(C)c1ccc(C2CC(=O)OC3=C2C(=O)CC(C)(C)C3)cc1 (configuration not stated)
→ 10	-19
CCOc1ccccc1N1CCN(C(=O)c2cn(CC3CCCCC3)nn2)CC1
→ -8	-11
Cc1ccc(-c2csc3ncn(CC#N)c(=O)c23)cc1C
→ -9	21
CCC(C)N(C(=O)CSc1ncnc2sccc12)C1CCS(=O)(=O)C1 (configuration not stated)
→ 3	2
COC(=O)C1=CO[C@@H](C)[C@H]2CN3CCc4c([nH]c5ccccc45)[C@@H]3C[C@H]12
→ 4	6
CCCc1nc(N)c(C#N)c(-c2cccnc2)c1CC
→ 10	-14
N#Cc1ccsc1NC(=O)CN1CCOCC1
→ -5	-1
Fc1cccc(/C=N/Nc2nccnc2Cl)c1
→ -5	9
Cn1c(=O)c(NC(=O)c2ccccc2)c2n(c1=S)CCCCC2
→ 6	-6
CC1CN(c2nc3ccccc3nc2NS(=O)(=O)c2ccccc2)CC(C)O1 (configuration not stated)
→ 10	0
CCc1nnc2sc(-c3ccc(NC(=O)CSc4ccc(Cl)cc4)cc3)nn12
→ 3	13
COc1ccc(NC(=O)CN(C)S(=O)(=O)c2ccc(Cl)cc2)cc1Cl
→ 2	-2
COc1ccc(NC(=O)CN(C)S(=O)(=O)c2ccc3c(c2)OCCO3)c2ncccc12
→ -19	-118
Nc1cc(=O)[nH]c2ncnn12
→ 8	-6
C[C@H]1COC(=O)CCC/C=C\C[C@H](CC(=O)N(CCO)Cc2ccccc2)C(=O)N1
→ -6	-9
COC(=O)c1sccc1NC(=O)Nc1cccc(C)c1C
→ 4	-2
CC(C)C(=O)N1CCN(c2nc(-c3ccc(Cl)cc3)cs2)CC1
→ 2	-15
COc1ccc(C(=O)NC(=O)N2CCCCC2)cc1
→ -9	6
Cc1ccc(C)c(SCC(=O)OCC(=O)N2CC(C)OC(C)C2)c1 (configuration not stated)
→ 17	-8
O=C(O)[C@@H]1CCCN(S(=O)(=O)c2cccc3cccnc23)C1
→ -5	-5
C#CCn1c(-c2ccccc2)ccc(C#N)c1=O
→ 0	10
O=C(COC(=O)c1ccc2ncsc2c1)NCc1cccc(Cl)c1
→ -3	-3
Cc1cc(C)c2cc(CN(CCO)Cc3nnnn3Cc3ccc(F)cc3)c(=O)[nH]c2c1
→ 9	11
CCCC(=O)c1c[nH]c(C(=O)NCCCN2CCOCC2)c1
→ 1	-6
CC1(C)CC(=O)C2=C(C1)OC(=O)C2(NC(=O)c1cccs1)C(F)(F)F (configuration not stated)
→ -3	0
CC(=O)Nc1ccc(/C(C)=N/NC(=O)c2ccncc2)cc1
→ 11	-3
COc1ccc(-c2cc(C(=O)N3CCCC(C(F)(F)F)C3)c3ccccc3n2)cc1OC (configuration not stated)
→ 8	7
Cc1ccc(N2C(=S)N=C(Nc3ccccc3C)C23CCOC(C)(C)C3)cc1 (configuration not stated)
→ -3	9
C=CCNC(=O)c1ccccc1CCc1ccccc1
→ -5	-7
O=CN(c1ccccc1)c1ccc2ccccc2c1
→ 8	-1
O=C(COC(=O)CNC(=O)c1ccc(Cl)cc1Cl)NNC(=O)c1ccccc1F
→ 7	-2
Cc1ccc(S(=O)(=O)NCCC(=O)OCC(=O)N(C)c2ccccc2)cc1
→ 4	-5
CCc1ccccc1NC(=O)c1nnn(CC(=O)Nc2cccc(C)c2C)c1N
→ -4	10
CCCNC(=S)Nc1c(C)n(C)n(-c2ccccc2)c1=O
→ 1	2
COc1ccc(Nc2ccc(N3C(=O)CC(C)C3=O)cc2[N+](=O)[O-])cc1OC (configuration not stated)
→ 1	-5
COc1ccc(-c2sc3cc4c(cc3c2-c2ccc(OCCN3CCCCC3)cc2)OCO4)cc1
→ -50	60
COC(=O)c1ccc(CSc2nnc3nc(C)cc(C)n23)cc1
→ 1	-10
COc1cc2oc(=O)cc(C)c2c(OC)c1OC
→ -13	3
COc1ccc(-c2[nH]ncc2CN(CC2CCC(=O)N2)C(C)C)cc1F (configuration not stated)
→ 1	-1
CCOCCCNC(=O)CSc1ccccc1
→ 17	-10

Whole records as entered above. Values in the order: TAG inh DAPI viability | TAG inh
CN(C)CCCn1c2c(c(SCC(=O)Nc3ccc4c(c3)OCO4)nc1=O)CCCC2 across the screens: 5 | 10
CCOc1ccccc1N1CCN(C(=O)c2cn(CC3CCCCC3)nn2)CC1 across the screens: -8 | -11

The list goes on.
Values run as follows: TAG inh DAPI viability	TAG inh
COc1cc(NC(=O)c2cncc(-c3ccc(C#N)cc3)c2)cc(C(=O)Nc2cccc(C(F)(F)F)c2)c1
→ -2.0*!	61*!
Cc1ccccc1/C=C/C(=O)NCC(=O)N1CCC(N(C)C2CCCCC2C)CC1 (configuration not stated)
→ 9	3
O=S(=O)(c1cc(F)ccc1F)N1CCN2CCCC2C1 (configuration not stated)
→ -6	8
COc1cccc(-n2c(SCC(=O)NCC3CCCO3)nc3c(c2=O)SCC3)c1 (configuration not stated)
→ -1	4
CN(C)c1ccc(N=Nc2ccc3ncccc3c2)cc1
→ -7	-1
CN(C(=O)COC(=O)CCc1nc2ccccc2c(=O)[nH]1)C1CCS(=O)(=O)C1 (configuration not stated)
→ -9	17
COCCNc1nc(NC(C)C)nc2ccsc12
→ -6	0
CCc1ccc2oc(-c3ccc(NC(C)=O)cc3)nc2c1
→ 7	4
O=C(NCc1cccnc1)c1cccs1
→ 8	2
CCCCc1c(O)nc(SCC(=O)NCC2CCCO2)[nH]c1=O (configuration not stated)
→ -3	6
S=C(Nc1ccc(Br)cc1)N1CCN(c2ccccn2)CC1
→ 5	-13
c1ccc(CCN(Cc2ccccc2)Cc2nc(C3CC3)no2)cc1
→ 5	-6
COC(=O)c1cc(-c2ccc(S(=O)(=O)N3CCCC3)cc2)c(C(F)(F)F)s1
→ -10	-17
O=C(NCCCN1CCOCC1)c1ccc2nc(Cc3ccccc3F)oc2c1
→ 0	7
C=CCN(CC=C)C(=S)NC(=O)c1ccc(OC)cc1
→ -18	22
CCCn1ccnc1SC(C)C(=O)Nc1c(C)n(C)n(-c2ccccc2)c1=O (configuration not stated)
→ -3	-13
COc1cc(C(=O)Nc2ccc3c(c2)OCCO3)ccc1-n1cnnn1
→ 17	6
Cn1cnnc1SCC(=O)NC1CCCc2ccccc21 (configuration not stated)
→ -1	6
CCOc1ccccc1NC(=O)c1cc(S(=O)(=O)N2CCOCC2)ccc1C
→ 1	-81
CCc1noc(C)c1C(=O)NNC(=O)c1ccccc1Cl
→ -7	0

6 entries from above in another layout:
| SMILES | TAG inh DAPI viability | TAG inh |
| --- | --- | --- |
| CN(C)c1ccc(N=Nc2ccc3ncccc3c2)cc1 | -7 | -1 |
| CN(C(=O)COC(=O)CCc1nc2ccccc2c(=O)[nH]1)C1CCS(=O)(=O)C1 (configuration not stated) | -9 | 17 |
| COCCNc1nc(NC(C)C)nc2ccsc12 | -6 | 0 |
| CCc1ccc2oc(-c3ccc(NC(C)=O)cc3)nc2c1 | 7 | 4 |
| O=C(NCc1cccnc1)c1cccs1 | 8 | 2 |
| CCCCc1c(O)nc(SCC(=O)NCC2CCCO2)[nH]c1=O (configuration not stated) | -3 | 6 |

Continuation:
Values run as follows: TAG inh DAPI viability	TAG inh
Nn1c(SCC(=O)Nc2cccnc2Cl)nnc1-c1ccccc1
→ 6	-12
Cc1ccc(Nc2ccc3nonc3c2[N+](=O)[O-])cc1
→ 9	-7
CCOC(=O)COc1cccc2c(=O)n(CC(=O)NCc3ccc4c(c3)OCO4)ccc12
→ -44	37
CCOc1ccc(NC(=O)CSc2ccc3nnc(-c4ccccn4)n3n2)cc1
→ -9	14
S=c1[nH]nc(COc2ccc3c(c2)OCO3)n1-c1ccccc1
→ 7	-8
O=C(CSc1nc2ccccc2o1)Nc1ccccc1N1CCCCCC1
→ 15	-91
O=C(c1cc(COc2ccc(F)cc2Cl)on1)N1CCN(C2CCCC2)CC1
→ 0	-6
COc1ccc(NC(=O)C(C)Oc2ccc(/C(C)=N\O)cc2)cc1 (configuration not stated)
→ -11	6
Cc1ccc2c(c1)c1ncn(Cc3ccc(F)cc3)c(=O)c1n2C
→ 5	-15
CNC(=O)C[C@H]1C(=O)N(CCc2ccccc2)C[C@@H]1Cc1ccccc1
→ -1	-1
Cc1ccc2c(CC(=O)NCC3COc4ccccc4O3)coc2c1 (configuration not stated)
→ -1	-5
N#CC(C(=S)Nc1ccccc1)c1nc2ccccc2[nH]1 (configuration not stated)
→ 2	18
Cc1ccc(C2C(C(=O)c3cccs3)=C(O)C(=O)N2c2nnc(C)s2)cc1 (configuration not stated)
→ 4	-14
COCCN(CCOC)C(=O)CCn1c(=O)oc2ccccc21
→ 0	-4
Cc1ccc(OCCN2CCC2(C)C(=O)NCc2cccc3ccccc23)cc1 (configuration not stated)
→ 4	-53
CCOC(=O)c1ccc(NC(C)=O)c([N+](=O)[O-])c1
→ 11	4
CCOc1cc(/C=N/NC(=O)c2cccc(S(=O)(=O)N3CCOCC3)c2)ccc1OCC(=O)N(C)C
→ 3	-2
CCCCC(CC)C(=O)Nc1cc(C(=O)NCCC)ccc1N1CCC2(CC1)CC(c1ccccc1)=NO2 (configuration not stated)
→ -5	41
CCC(C)NC(=O)C1CCCN(S(=O)(=O)c2ccc3c(c2)CC(C)N3C(=O)C2CC2)C1 (configuration not stated)
→ 0	-7
c1ccc(CNc2nc(NCc3ccccc3)c3sccc3n2)cc1
→ 7	-18
Cc1cccc(Cl)c1NC(=O)N1CCN(c2ccnc3cc(Cl)ccc23)CC1
→ 0	7
CCN1C(=O)[C@H]2[C@H]3CN=C(SCc4ccc(C(=O)OC)cc4)N3[C@@](Cc3ccccc3)(C(=O)OC)[C@H]2C1=O
→ 6	5
COc1ccc(C(=O)Nc2nnc(-c3ccccc3)o2)cc1OC
→ -4	-2
Nc1nc(SCC(=O)Nc2ccc(Br)cc2Br)n[nH]1
→ 6	-8
O=C(Cc1n[nH]c(=O)c2ccccc12)NCc1ccc(Cl)cc1
→ 1	-3
N#Cc1nc(Cc2cccc3ccccc23)oc1N1CCC(C(N)=O)CC1
→ 8	0
C[C@H](NC(=O)c1ncn(Cc2ccccc2)c1C(=O)N[C@@H](C)c1ccccc1)c1ccccc1
→ -7	3
CCOCCn1ccc2c(OCC(=O)Nc3cc(OC)ccc3OC)cccc2c1=O
→ 3	25
COc1ccc(OC)c(S(=O)(=O)N2CCCc3ccccc32)c1
→ 3	-18
CC(=O)c1ccc(NC(=O)CSc2nc3ccccc3c(=O)n2CCCN2CCOCC2)cc1
→ -1	14
O=C(NCc1ccccc1C(F)(F)F)C1CC(c2ccc(C(F)(F)F)cc2)=NO1 (configuration not stated)
→ 6	-11
CC(Sc1nnc(-c2ccc(Cl)cc2)n1C)C(N)=O (configuration not stated)
→ -16	15
O=C1CS(=O)(=O)N(Cc2ccc(F)cc2)c2ccccc21
→ -9	10
CCSc1ccc(-c2cc(NC=O)c3ncc(-c4cc(OC)c(OC)c(OC)c4)n3c2)cc1
→ 9	-17
O=C(CNc1ccccc1F)N/N=C/C1CC=CCC1 (configuration not stated)
→ 6	-13
O=C(COC(=O)c1c(Cl)cccc1Cl)NC1CCCCCCC1
→ 5	-31
CS(=O)(=O)N1CCC(C(=O)Nc2ccc(F)c(Cl)c2)CC1
→ -7	-3
Cc1ccc(S(=O)(=O)N2C[C@@H](C)[C@]3(C2)[C@H](O)[C@H](OC(=O)NCc2ccco2)C[C@H]2C(=O)N(c4ccccc4)C(=O)[C@H]23)cc1
→ -7	-1
COc1ccc(C2CC(c3ccc(Br)cc3)Nc3nc(N)nn32)cc1 (configuration not stated)
→ 0	11
O=C(O)c1ccc(NC(=S)NC(=O)c2ccc(-c3ccccc3)cc2)cc1
→ 5	0
O=C(NCc1cn2ccsc2n1)c1c(F)cccc1Cl
→ -3	-5
Cc1cc(C)nc(NS(=O)(=O)c2ccc(NC(=O)C3(c4ccc([N+](=O)[O-])cc4)CCCC3)cc2)n1
→ 12	2
CC(C)CC(=O)Nc1cccc(-c2cn3ccsc3n2)c1
→ 5	6
CCCCN(C(=O)c1ccc([N+](=O)[O-])s1)c1c(N)n(CC(C)C)c(=O)[nH]c1=O
→ -3	0

These rows are one share of the data, so the mix of outcomes need not match the whole.
